Tb PGK inh: qHTS Assay to Find Inhibitors of Phosphoglycerate Kinase. PGK/GAPDH coupled, Kinase-Glo luminescence, 60 min. Potency, µM (series often up to 57.5 µM), inactives show at the highest dose activity change, negative = inhibition, usual class: inhibitors. 380,000 tested, 0.043% active; also: potency is read from the fitted curve at half-maximal effect; % is scaled to controls: 0 for no effect and ±100 for the full control effect; nearly all actives have a fitted effect of over 60% in size
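Luminescent ATP detection (Kinase-Glo Plus) follows a 60-minute room-temperature incubation, with wells lacking PGK as controls. Buffer: 100 mM TEA (pH 7.6), 5 mM MgCl2, 0.01% Tween-20. Coupling enzyme GAPDH (100 nM final) supplies unstable 1,3-BPG in-well.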
mIDH1 inhibitor: qHTS for Inhibitors of mutant isocitrate dehydrogenase 1 (IDH1): qHTS. Potency, µM (highest dose often 76.6 µM), without a hit: at the highest dose activity change, negative = inhibition, most hits filed as inhibitors. 390,000 tested, 0.093% active. AID 602179, 2012. Isocitrate dehydrogenase [NADP] cytoplasmic (Homo sapiens), O75874. IDH1-R132H enzyme, NADPH consumption, diaphorase/resazurin fluorescence; also: potency is read from the fitted curve at half-maximal effect; % is scaled to controls: 0 for no effect and ±100 for the full control effect; nearly all actives have a fitted effect of over 65% in size
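IDH1-R132H (0.5 ug/mL) preincubated 30 min with compound, then NADPH (0.016 mM) and alpha-KG (2 mM) added; 80 min at RT, pH 7.5. Remaining NADPH coupled via diaphorase/resazurin to fluorescence (540/590 nm); concentration-response curves normalized to no-enzyme control.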
HP1b binding inh: HTS for Inhibitors of HP1-beta Chromodomain Interactions with Methylated Histone Tails | Chromobox protein homolog 1 (Homo sapiens), P83916 | AlphaScreen HP1-beta / biotin-H3K9me3 peptide binding | Potency, µM (series often up to 114 µM), without a hit: at the top dose activity change, negative = inhibition, hits mostly inhibitors | 390,000 tested, 0.56% active | AID 540317, 2011; also: potency is read from the fitted curve at half-maximal effect; nearly all actives have a fitted effect of over 70% in size; inactives centre near 23
Target sequence (P83916 whole entry, looked up): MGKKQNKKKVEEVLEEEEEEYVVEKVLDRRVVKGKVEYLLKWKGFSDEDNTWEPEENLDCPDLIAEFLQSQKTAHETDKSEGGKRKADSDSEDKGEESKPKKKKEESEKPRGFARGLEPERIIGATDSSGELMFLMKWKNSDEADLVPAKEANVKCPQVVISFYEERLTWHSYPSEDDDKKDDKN
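AlphaScreen: HP1-beta (50 nM) preformed 30 min with biotin-H3(1-18)K9me3 peptide (50 nM) in PBS pH 7.4, 0.01% Tween-20. Compound added for 30 min at RT, then streptavidin donor/nickel chelate acceptor beads (10 ug/mL) for 30 min.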
USP1 inh: Inhibitors of USP1/UAF1: Primary Screen; Ubiquitin carboxyl-terminal hydrolase 1 (Homo sapiens), O94782; recombinant USP1/UAF1, Ub-Rhodamine cleavage fluorescence; Potency, µM (series often up to 57.1 µM), for inactives: top-dose activity change, negative = inhibition, most hits filed as inhibitors; 390,000 tested, 0.23% active; AID 743255, 2014; also: potency is read from the fitted curve at half-maximal effect; % is scaled to controls: 0 for no effect and ±100 for the full control effect; nearly all actives have a fitted effect of over 60% in size; inactives centre near -12
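Step one: compound is pinned into 1nM USP1/UAF1 in HEPES pH 7.8 buffer with TCEP. Step two: 15 min room-temperature incubation. Step three: Ub-Rho (150nM final) starts cleavage, tracked by fluorescence over six one-minute reads.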
GLS inhibitor: qHTS for Inhibitors of Glutaminase (GLS). GLS enzymatic activity, qHTS titration. Potency, µM (highest dose often 45.5 µM), inactives show top-dose activity change, negative = inhibition, most hits filed as inhibitors. 410,000 tested, 0.21% active. AID 624170, 2012; also: potency is read from the fitted curve at half-maximal effect; % is scaled to controls: 0 for no effect and ±100 for the full control effect
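Assay buffer: 45 mM KH2PO4 pH 8.2, 0.02% Tween-20. hKGA acts on L-glutamine (1 mM solution added); product glutamate is reported by an oxidase/peroxidase Amplex Red coupling, with fluorescence taken at baseline and 30 min.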
Pin1 inhibitor: qHTS Assay to Find Inhibitors of Pin1; Peptidyl-prolyl cis-trans isomerase NIMA-interacting 1 (Homo sapiens), Q13526; Pin1 FP peptide displacement, HiFluor488, 10 min; Potency, µM (highest dose often 115 µM), for the others: at the highest dose activity, negative = inhibition, actives largely listed as inhibitors; 390,000 tested, 0.009% active; AID 504891, 2011; active = well fitted inhibition curve with a large enough effect in the polarisation, with a control signal flat, not every such curve was filed as active; inconclusive = small, poorly fitted or top-dose-only effect, or effect the other way, or a change in a side signal; inactive = no such curve, though single readings can be large or run the other way; the % refers to the polarisation; also: potency is read from the fitted curve at half-maximal effect; % is scaled to controls: 0 for no effect and ±100 for the full control effect
Target sequence (Q13526 whole entry, looked up): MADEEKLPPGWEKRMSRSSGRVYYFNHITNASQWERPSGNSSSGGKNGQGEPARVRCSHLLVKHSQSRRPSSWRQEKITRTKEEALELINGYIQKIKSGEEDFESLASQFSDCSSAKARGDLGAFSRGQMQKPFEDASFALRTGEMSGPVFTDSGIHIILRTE
TrxR1 inh: qHTS Assay for Inhibitors of Mammalian Selenoprotein Thioredoxin Reductase 1 (TrxR1): qHTS; 390,000 tested, 1% active; Potency, µM (doses to about 114 µM), for inactives: at the top dose activity change, negative = inhibition, hits mostly inhibitors; Thioredoxin reductase 1, cytoplasmic (Rattus norvegicus), O89049; recombinant rTrxR1, NADPH fluorescence consumption, selenite substrate; also: potency is read from the fitted curve at half-maximal effect; % is scaled to controls: 0 for no effect and ±100 for the full control effect; nearly all actives have a fitted effect of over 65% in size
Target sequence (O89049 whole entry, looked up): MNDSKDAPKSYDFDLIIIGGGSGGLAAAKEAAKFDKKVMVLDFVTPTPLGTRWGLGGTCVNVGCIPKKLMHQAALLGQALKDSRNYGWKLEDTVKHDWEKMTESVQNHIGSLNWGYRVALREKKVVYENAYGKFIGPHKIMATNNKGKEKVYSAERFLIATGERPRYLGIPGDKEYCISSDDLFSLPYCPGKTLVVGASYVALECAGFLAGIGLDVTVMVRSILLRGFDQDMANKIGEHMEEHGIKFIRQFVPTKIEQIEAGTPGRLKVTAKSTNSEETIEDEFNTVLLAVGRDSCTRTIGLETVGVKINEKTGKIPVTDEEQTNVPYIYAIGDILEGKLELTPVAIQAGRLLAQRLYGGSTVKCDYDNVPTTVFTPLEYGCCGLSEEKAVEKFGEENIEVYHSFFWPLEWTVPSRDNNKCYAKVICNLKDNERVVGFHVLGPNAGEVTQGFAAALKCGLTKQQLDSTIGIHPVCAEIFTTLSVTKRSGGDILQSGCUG
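Rat TrxR1 (90 nM in the dispensed reagent) was pre-reduced with 400 uM NADPH for 5 min at room temperature, then incubated with compound for 15 min. After 400 uM selenite was added, NADPH fluorescence (Ex 340/Em 450 nm) was followed for 8 min.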
PI4K2A block: qHTS for small molecular inhibitors of PI4K2A | Phosphatidylinositol 4-kinase type 2-alpha (Homo sapiens), Q9BTU6 | purified PI4K2A, ADP-Glo luminescence, 1 h; active compounds read low | activity change, negative = inhibition, % at 76.9 µM | 420,000 tested, 0.13% active; in the data active = activity change below about -50%; inconclusive = mostly about -30% to -49%;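 also: -100% = wells without enzyme as full effect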
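ADP-Glo luminescence measured ADP generated by PI4K2A enzyme (4 ug/mL before mixing) with 1.2 mM PI substrate (pre-mix) and 300 microM ATP (pre-mix). Tris pH7.5 buffer with MgCl2, Triton X-100; 1 h reaction at ambient temperature.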
TrxR1 substrate: qHTS Assay for Substrates of Mammalian Selenoprotein Thioredoxin Reductase 1 (TrxR1): qHTS; purified TrxR1 substrate turnover, NADPH consumption readout; Potency, µM (top dose mostly 114 µM), for inactives: at the top dose activity change, negative = substrate turnover; 390,000 tested, 0.01% active; AID 588456, 2011; also: potency is read from the fitted curve at half-maximal effect; % is scaled to controls: 0 for no effect and ±100 for the full control effect; nearly all actives have a fitted effect of over 50% in size
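Rat TrxR1, dispensed at 90 nM, was prereduced with 400 uM NADPH (final) for 5 min at ~22 deg C, then incubated with compound 15 min before 400 uM selenite. A first-read NADPH fluorescence drop versus no-compound background flagged substrates.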
* = called active by the depositor; i = inactive; ? = inconclusive; · = not tested or not shown; & = joins results of further samples; [ ] = another dose, or the depositor's remark. Unless noted, calls follow the shape of the dose curve; as a rule, active = well fitted curve in the direction sought with a large enough effect; inconclusive = small, poorly fitted or top-dose-only effect, or another doubt; inactive = no such curve, though single readings can be large; an effect the other way counts as inactive or inconclusive. Only part of the results is shown; rates above refer to the full screens.

SMILES	Tb PGK inh	mIDH1 inhibitor	HP1b binding inh	USP1 inh	GLS inhibitor	Pin1 inhibitor	TrxR1 inh	PI4K2A block	TrxR1 substrate
CCc1ccc(NCc2nc(-c3ccccc3)no2)cc1	-11%	11%	78%[activator]	-17%	-2%	-2%	-16%	6	-12%
COc1ccnc(Oc2ccccc2)n1	-4%	13%	20%	-1%	5%	2%	-8%[57.1 µM]	-3	1%[57.1 µM]
CCOC(=O)c1sc(=NC(=O)/C=C/c2ccccc2)n(C)c1C	-2%	6%	46%[activator]	-23%	-16%	-4%	35%	-3	-1%
CCC1C(=O)NCCN1Cc1nc(-c2ccc(C)s2)oc1C (centres undefined)	2%	-9%	27%	-5%	11%	7%	?	11	2%
CC[C@@H](NCCCn1ccc(NC(=O)OCc2ccccc2)nc1=O)c1ccccc1	-5%	3%	·	?	-1%	·	·	2	·
Cc1ccc(S(=O)(=O)N2CCOCC2)cc1C(=O)NCCc1ccc(Cl)cc1	-6%	4%	-2%	-9%	-6%	3%	10%	-1	-6%
Cc1ccc2scc(N3CCC(C)CC3)c(=O)c2c1	i	8%	4%[57 µM]	-17%	6%	5%	8%[57.1 µM]	3	-5%[57.1 µM]
CN(C)S(=O)(=O)c1ccc(C(=O)Nc2ccc3ncccc3c2)cc1	2%	-3%	23%	-23%	-4%	-1%	29%	-2	0%
O=C(COc1ccccc1[N+](=O)[O-])Nc1ccc(N2CCN(C(=O)c3cccs3)CC2)cc1	0%	2%	?	-20%	-6%	-1%	28%[57.1 µM]	4	10%[57.1 µM]
COc1ccc(Cl)cc1NC(=O)CSc1nnc2[nH]c(=O)cc(-c3ccccc3)n12	-11%	-3%	43%[activator]	-21%	22%	5%	-26%[57.1 µM]	0	26%[57.1 µM]
COc1cc(NC(=O)C2CCCN2S(=O)(=O)c2ccc3c(c2)CCC(=O)N3)cc(OC)c1 (centres undefined)	0%	4%	39%	-11%	0%	-1%	10%[57.1 µM]	-2	12%[57.1 µM]
CC1(C)CC2CC(C)(CN2C(=O)COC(=O)c2ccc(NC(=O)CC#N)cc2)C1 (centres undefined)	-8%	-3%	22%	-24%	5%	54%[activator]	13%	-7	-4%
Cc1cc(OC(=O)c2ccc(Cl)cc2)cc(=O)n1C	-9%	8%	25%	-18%	0%	0%	-41%	46	17%[57.1 µM]
CCO/N=C1\C(=O)N(c2ccccc2)c2ccccc21	5%	4%	-1%	-21%	3%	-10%	19%[57.1 µM]	-2	2%[57.1 µM]
CC(C)N(C(=O)COC(=O)c1ccc(Cl)c(S(N)(=O)=O)c1)C(C)C	-5%	9%	26%	2%	-2%	-9%	31%[57.1 µM]	1	10%[57.1 µM]
O=C(O)C1=C[C@@H](C2CC2)C[C@@H](OCc2ccc(CO)cc2)O1	1%	0%	18%	-26%	1%	0%	6%	4	-2%
Cc1ccc(Oc2ccc(C(=O)NC3CCSC3=O)cn2)cc1 (centres undefined)	3%	0%	31%	-16%	5%	-1%	-4%	0	-6%
Fc1ccc(NCc2cn3ccccc3n2)cc1	2%	1%	16%	1%	-2%	3%	4%	-6	6%
O=c1c2ccccc2n(Cc2ccc(F)cc2)c(=O)n1C1CCCC1	-1%	5%	65%[activator]	?	-3%	-1%	9%[57.1 µM]	-2	4%[57.1 µM]
CSC(=NS(=O)(=O)c1ccccc1)SC	-4%	-2%	19%	0%	3%	-1%	5%[57.1 µM]	2	6%[57.1 µM]
Cc1[nH]nc2c1C(c1ccc(OC(=O)c3ccco3)cc1)C(C#N)=C(N)O2 (centres undefined)	0%	4%	32%[activator]	-22%	-2%	-19%	-19%	6	-5%
CCCS(=O)(=O)NCCc1csc2nc(-c3ccc(C)cc3)nn12	i	18%	42%	-8%	9%	0%	-10%[57.1 µM]	-6	-2%[57.1 µM]
Cc1cc(C)n2cc(CSc3ccccn3)nc2n1	-5%	-3%	34%	-16%	-5%	-10%	12%	1	19%
O=C1NNC(c2ccccc2)=N/C1=C\c1ccccc1	i	-1%	50%[activator]	?	-3%	-6%	14%	3	0%
CCc1ccc(Oc2nc3c(C)cccn3c(=O)c2/C=C(\C#N)c2nc3ccccc3[nH]2)cc1	-10%	12%	47%[activator]	?	0%	?	15%	0	0%
Cc1nn(C)c(C(=O)Nc2ccc(S(=O)(=O)NC34CC5CC(CC(C5)C3)C4)cc2)c1Br	-4%	0%	32%	-13%	-3%	10%	-7%	3	-6%
Cc1ccc(Nc2nc(C(=O)N3CCC(C(=O)N4CCN(C)CC4)CC3)cs2)cc1	3%	-1%	22%	2%	16%	8%	-9%	1	-9%
CCCn1c(N)c(N(CCOC)C(=O)c2ccc([N+](=O)[O-])c(C)c2)c(=O)[nH]c1=O	-5%	-5%	2%	?	14%	-7%	3%	-1	-6%
O=c1[nH]c(=O)n(CCOc2ccc(Cl)cc2)cc1Br	-6%	2%	37%	-5%	0%	-8%	17%[57.1 µM]	3	10%[57.1 µM]
CCN(C(=O)COC(=O)c1ccccc1NCCO)C1CCS(=O)(=O)C1 (centres undefined)	-4%	0%	17%	-12%	0%	1%	2%[57.1 µM]	2	76%[activator][57.1 µM]
Cc1cc(=O)[nH]c(SCC(=O)c2ccc3c(c2)NC(=O)CO3)n1	-9%	3%	8%	-17%	-19%	6%	13%	1	6%
CSc1nc(NCCCO)c2c3c(sc2n1)CN(C)CC3	i	-1%	31%	-27%	-13%	0%	-17%	-2	173%[activator]
Cc1ccc(Nc2ccncc2S(N)(=O)=O)cc1	-6%	6%	51%[activator]	-7%	0%	-3%	9%	1	5%
COc1ccc(N=C2SCC(=O)N2CCc2ccc(OC)c(OC)c2)cc1	-6%	5%	18%	-24%	-5%	-3%	-9%	7	-10%
COc1ccc(NC(C)=O)cc1S(=O)(=O)Nc1ccc2c(c1)OCCO2	3%	5%	44%[activator]	-8%	0%	-13%	7%[57.1 µM]	-5	10%[57.1 µM]
Cc1oc(C(C)(C)C)cc1C(=O)Nc1ccc(C(=O)O)cc1	-1%	8%	23%	-7%	-4%	-9%	-4%	-4	1%
COc1ccc(NC(=O)C2CCN(S(=O)(=O)c3ccc(Br)s3)CC2)cc1OC	-1%	-2%	2%	-18%	2%	2%	-2%[57.1 µM]	-2	5%[57.1 µM]
O=C(CN1CCN(c2ccccn2)CC1)Nc1ccc([N+](=O)[O-])cc1C(=O)Nc1ccccc1F	-1%	-8%	4%	2%	6%	1%	2%	-8	-8%
COc1ccc(-c2cc(C(=O)Nc3c(F)cc(F)cc3Br)no2)cc1	·	2%	34%[activator]	-1%	3%	0%	31%	-2	3%
CN(C)C(=O)c1cn(-c2ccccc2)nc1-c1cccs1	6%	-1%	13%	-4%	16%	-1%	23%	1	12%
CCNC(=O)CC1C(=O)N(c2ccccc2)C(=O)N1Cc1ccc(F)cc1 (centres undefined)	i	55%[activator]	25%	2%	7%	5%	-7%	-8	-7%
CON(C)C(=O)/C=C/c1ccc([B-](F)(F)F)cc1	-14%	3%[38.3 µM]	58%[activator]	-21%	9%	6%	12%	-6	6%
CCCOc1ccc(CNC(=O)c2ccc3c(c2)N(CC)CCS3)cc1	-4%	-3%	18%	-32%	3%	31%[activator]	39%	-5	31%[activator][57.1 µM]
Cc1ccc(N(C(=O)c2csnn2)C(C(=O)NC2CCCCC2)c2cccnc2)cc1C (centres undefined)	i	-6%	48%[activator]	-17%	2%	-4%	11%[57.1 µM]	1	6%[57.1 µM]
COc1ccc(/C(N)=N/OC(=O)CCC2CCCC2)cc1	-1%	5%	156%[activator]	-19%	2%	5%	20%	7	4%
C#CCOC(=O)CCCC(=O)Nc1ccccc1OC	2%	5%	29%	0%	6%	-1%	6%	6	3%
O=C(O)C[C@H]1c2ccccc2S(=O)(=O)N1C1CCCCC1	8%	-3%	24%	-25%	0%	-13%	-2%&3%	1	1%&7%
O=C(NC1CC1)C1=C[C@H](c2c[nH]c3ccccc23)C[C@H](OCc2ccc(CO)cc2)O1	i	-5%	-14%	?	-15%	?	-30%	-3	-3%
O=C(NCc1ccccc1)C1=C[C@H](c2ccc(C(F)(F)F)cc2)C[C@H](OCc2ccc(CO)cc2)O1	0%	-7%	28%	-33%	2%	22%	2%	-1	0%

High-throughput results (PubChem BioAssay)
